RXFP1 ag: qHTS Assay for Agonists of the Relaxin Receptor RXFP1; HEK293T-RXFP1 cAMP TR-FRET, 30 min; response scale: percent of porcine relaxin response, buffer zero; hit rate 0.3% among 370,000; Potency, µM (series often up to 57.5 µM), inactives show top-dose activation, most hits filed as activators; Relaxin receptor 1 (Homo sapiens), Q9HBX9; note: % is set by controls: 0 for no effect and ±100 for the full control effect; nearly all actives have a fitted effect of over 60% in size; many of its hits are not listed in these tables
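Agonist response is measured as cAMP accumulation in an RXFP1-transfected HEK293T line under PDE4 inhibition. Values are scaled between buffer-only and 29 nM porcine relaxin, and EC50s come from standard Hill equation fits.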
USP1 inh: Inhibitors of USP1/UAF1: Primary Screen; hit rate 0.23% among 390,000; Ubiquitin carboxyl-terminal hydrolase 1 (Homo sapiens), O94782; Potency, µM (top dose mostly 57.1 µM), for inactives: top-dose activity change, negative = inhibition, actives largely listed as inhibitors; recombinant USP1/UAF1, Ub-Rhodamine cleavage fluorescence; AID 743255, 2014; note: % is set by controls: 0 for no effect and ±100 for the full control effect; nearly all actives have a fitted effect of over 60% in size; inactives centre near -12
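In this screen, compounds sit with the deubiquitinase complex (1nM) for 15 min at room temperature before Ub-Rho is added at 150nM final. Fluorescence rise is then followed for 6 reads every 60 seconds.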
TrxR1 inh: qHTS Assay for Inhibitors of Mammalian Selenoprotein Thioredoxin Reductase 1 (TrxR1): qHTS; hit rate 1% among 390,000; Potency, µM (top dose mostly 114 µM), for inactives: top-dose activity change, negative = inhibition, most hits filed as inhibitors; recombinant rTrxR1, NADPH fluorescence consumption, selenite substrate; Thioredoxin reductase 1, cytoplasmic (Rattus norvegicus), O89049; note: % is set by controls: 0 for no effect and ±100 for the full control effect; nearly all actives have a fitted effect of over 65% in size
Target sequence (O89049 whole entry, looked up): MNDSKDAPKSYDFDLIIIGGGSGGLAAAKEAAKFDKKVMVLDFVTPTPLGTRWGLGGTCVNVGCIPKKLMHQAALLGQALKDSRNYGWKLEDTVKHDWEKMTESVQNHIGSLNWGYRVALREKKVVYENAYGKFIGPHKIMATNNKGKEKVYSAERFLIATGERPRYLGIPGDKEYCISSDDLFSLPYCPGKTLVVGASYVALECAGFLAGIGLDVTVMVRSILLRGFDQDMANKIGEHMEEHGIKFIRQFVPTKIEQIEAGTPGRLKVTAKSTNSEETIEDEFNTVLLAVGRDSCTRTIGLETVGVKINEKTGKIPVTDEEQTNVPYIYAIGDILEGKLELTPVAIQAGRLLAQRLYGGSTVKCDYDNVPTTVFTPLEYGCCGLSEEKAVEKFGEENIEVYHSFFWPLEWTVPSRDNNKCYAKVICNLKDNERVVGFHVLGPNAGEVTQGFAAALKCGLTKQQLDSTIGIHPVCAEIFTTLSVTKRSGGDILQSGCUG
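Rat TrxR1 (90 nM in the dispensed reagent) was pre-reduced with 400 uM NADPH for 5 min at room temperature, then incubated with compound for 15 min. After 400 uM selenite was added, NADPH fluorescence (Ex 340/Em 450 nm) was followed for 8 min.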
Vif-A3G inh: qHTS for Inhibitors of Vif-A3G Interactions: qHTS; DNA dC->dU-editing enzyme APOBEC-3G (Homo sapiens), Q9HC16; HeLa A3G-eYFP + Vif (tagged APOBEC3G with the HIV-1 protein that degrades it), YFP fluorescence, overnight; Potency, µM (series often up to 46.1 µM), inactives show at the highest dose activity, negative = active, actives largely listed as inhibitors; hit rate 0.076% among 410,000; AID 602310, 2012;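 note: % is set by controls: 0 for no effect and ±100 for the full control effect; nearly all actives have a fitted effect of over 60% in size; hits raise eYFP signal because A3G escapes Vif-driven loss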
Target sequence (Q9HC16 whole entry, looked up): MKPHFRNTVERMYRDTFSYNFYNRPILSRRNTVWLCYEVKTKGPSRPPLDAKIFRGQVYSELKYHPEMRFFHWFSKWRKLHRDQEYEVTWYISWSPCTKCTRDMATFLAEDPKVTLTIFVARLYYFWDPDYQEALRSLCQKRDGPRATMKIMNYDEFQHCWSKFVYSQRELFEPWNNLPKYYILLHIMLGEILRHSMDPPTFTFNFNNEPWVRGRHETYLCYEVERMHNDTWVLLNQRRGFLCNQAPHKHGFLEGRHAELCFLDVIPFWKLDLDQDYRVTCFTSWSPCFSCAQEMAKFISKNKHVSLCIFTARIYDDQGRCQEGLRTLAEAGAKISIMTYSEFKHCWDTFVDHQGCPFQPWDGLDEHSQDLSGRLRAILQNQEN
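HeLa cells stably expressing Vif and C-terminally eYFP-tagged A3G, seeded overnight at 37 deg C, then exposed to compound by pintool overnight at 37 deg C. Rise in yellow fluorescence (Ex 488/Em 500-530, Acumen) marks blocked Vif-driven A3G degradation.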
RGS4 inhibitor: Inhibitors of Regulator of G Protein Signaling (RGS) 4: qHTS; Potency, µM (titrated, usually from 114 µM), for inactives: at the highest dose activity change, negative = inhibition, most hits filed as inhibitors; Regulator of G-protein signaling 4 (Homo sapiens), P49798; Transcreener GDP fluorescence polarization, RGS4-accelerated GTP hydrolysis; AID 504845, 2011; hit rate 0.039% among 390,000; note: % is set by controls: 0 for no effect and ±100 for the full control effect; nearly all actives have a fitted effect of over 75% in size; some results filed as inactive show a strong effect at the top dose
Target sequence (P49798 whole entry, looked up): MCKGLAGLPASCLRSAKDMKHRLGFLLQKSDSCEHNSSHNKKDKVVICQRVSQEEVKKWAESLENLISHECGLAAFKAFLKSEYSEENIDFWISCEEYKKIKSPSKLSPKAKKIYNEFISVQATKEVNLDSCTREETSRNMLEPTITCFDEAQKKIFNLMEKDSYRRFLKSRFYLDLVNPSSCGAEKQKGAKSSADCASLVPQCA
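MLSMR compounds (23 nl, pin-transferred) preincubated 10 min at room temperature with a 500nM (2x) first reagent, then RGS4 at 900nM (2x) plus Transcreener GDP mix added; fluorescence polarization (620/688 nm) read before and after 90 min at 30 °C.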
TrxR1 substrate: qHTS Assay for Substrates of Mammalian Selenoprotein Thioredoxin Reductase 1 (TrxR1): qHTS; purified TrxR1 substrate turnover, NADPH consumption readout; AID 588456, 2011; hit rate 0.01% among 390,000; Thioredoxin reductase 1, cytoplasmic (Rattus norvegicus), O89049; Potency, µM (top dose mostly 114 µM), for the others: at the top dose activity change, negative = substrate turnover; note: % is set by controls: 0 for no effect and ±100 for the full control effect; nearly all actives have a fitted effect of over 50% in size
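Rat TrxR1, dispensed at 90 nM, was prereduced with 400 uM NADPH (final) for 5 min at ~22 deg C, then incubated with compound 15 min before 400 uM selenite. A first-read NADPH fluorescence drop versus no-compound background flagged substrates.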
IDH1 R132H inh: qHTS for Inhibitors of mutant isocitrate dehydrogenase 1 (IDH1): qHTS; Potency, µM (series often up to 76.6 µM), without a hit: top-dose activity change, negative = inhibition, usual class: inhibitors; hit rate 0.093% among 390,000; Isocitrate dehydrogenase [NADP] cytoplasmic (Homo sapiens), O75874; AID 602179, 2012; IDH1-R132H enzyme, NADPH consumption, diaphorase/resazurin fluorescence; note: % is set by controls: 0 for no effect and ±100 for the full control effect; nearly all actives have a fitted effect of over 65% in size
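IDH1-R132H (0.5 ug/mL) preincubated 30 min with compound, then NADPH (0.016 mM) and alpha-KG (2 mM) added; 80 min at RT, pH 7.5. Remaining NADPH coupled via diaphorase/resazurin to fluorescence (540/590 nm); concentration-response curves normalized to no-enzyme control.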
Vif-A3F inh: qHTS for Inhibitors of Vif-A3F Interactions: qHTS. Potency, µM (titrated, usually from 46.1 µM), without a hit: top-dose activity, negative = active. hit rate 0.2% among 390,000. HeLa A3F-eYFP + Vif (tagged APOBEC3F with the HIV-1 protein that degrades it), YFP fluorescence increase; note: % of control where 0% means no effect; nearly all actives have a fitted effect of over 65% in size
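Fluorescence increase (Ex 488/Em 500-530) after overnight compound treatment at 37 deg C flags inhibition of Vif-driven A3F-eYFP loss in stable HeLa A3F-eYFP/Vif cells seeded overnight beforehand.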
12-LOX inh: Primary qHTS assay for inhibitors of human arachidonate 12S-lipoxygenase (ALOX12): Round 2. purified 12hLO, xylenol orange hydroperoxide absorbance. Potency, µM (titrated, usually from 108 µM), for the others: top-dose activity change, negative = inhibition, most hits filed as inhibitors. hit rate 1.1% among 580,000. AID 1671190, 2021. Polyunsaturated fatty acid lipoxygenase ALOX12 (Homo sapiens), P18054; note: % is set by controls: 0 for no effect and ±100 for the full control effect
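Hydroperoxide product was detected by ferrous iron/xylenol orange as the 573 to 405 nm absorbance ratio. Arachidonic acid at 40 uM (final) was turned over for 30 min at room temperature by 150 nM human 12hLO, pH 7.0 Hepes buffer, after 15 min compound preincubation.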
Active calls of the source: *; u = inconclusive; x = not tested or not shown; & = joins results of further samples; [ ] = remark or other dose. Calls come from the whole dose curve; as a rule, active = well fitted curve in the direction sought with a large enough effect; inconclusive = small, poorly fitted or top-dose-only effect, or another doubt; inactive = no such curve, though single readings can be large; an effect the other way counts as inactive or inconclusive. Potency is the fitted concentration of half-maximal effect. A portion of the library, so the mix of outcomes need not match the whole.

SMILES	RXFP1 ag	USP1 inh	TrxR1 inh	Vif-A3G inh	RGS4 inhibitor	TrxR1 substrate	IDH1 R132H inh	Vif-A3F inh	12-LOX inh
CC1CCCC(NC(=O)COC(=O)COc2ccc(Cl)cc2)C1C (configuration not stated)	-0.2%	-18%	14%[57.1 µM]	-7%	-7%	3%[57.1 µM]	-1%	4%	17%
N/C(=N\O)c1ccccc1-n1cccc1	8.4%	-30%	16%	-5%	6%	7%	12%	0%	1%
O=C(Nc1nc2ccccc2[nH]1)c1ccc(S(=O)(=O)N2CCOCC2)cc1	0.5%	-7%	11%	2%	7%	0%	-2%	0%	26%
Fc1ccccc1OCCn1c(=S)[nH]c2ccccc21	1.4%	-17%	1%[57.1 µM]	-3%	-32%	6%[57.1 µM]	5%	1%	u
O=S1(=O)CCN(CCCc2ccccc2)CC1	x	-18%	x	4%	x	x	14%	-11%	-1%
Nc1ccccc1C(=O)NCc1ccco1	5.3%	-13%	6%	3%	1%	73%[activator]	-3%	8%	19%
O=C(CN1C(=O)COc2ccc(S(=O)(=O)N3CCCCC3)cc21)NCc1ccc(Cl)cc1	-0.1%&-0.8%	u	15%&8%	-1%&-1%	-2%&12%	-1%&-4%	0%&0%	2%&1%	3%&0%
COc1ccc(C2CC(C(F)(F)F)n3nc(C(=O)O)c(Br)c3N2)cc1 (configuration not stated)	-0.4%	-22%	2%[57.1 µM]	-3%	-29%	-7%[57.1 µM]	4%	1%	u
CCCCCn1c(CN(C)Cc2ccccc2)nc2c1c(=O)n(C)c(=O)n2C	-0.2%	-7%	-11%[57.1 µM]	-1%	-5%	-2%[57.1 µM]	0%	-5%	-16%
O=C(COC(=O)/C=C/C(=O)N1CCN(c2ccccc2)CC1)NCc1ccc(F)cc1	-1.2%	-18%	16%[57.1 µM]	-6%	-36%	2%[57.1 µM]	-1%	u	2%
CCCSc1ncc(Cl)c(C(=O)N2CCN(c3cccc(Cl)c3)CC2)n1	0.6%	-6%	16%	x	-16%	7%	x	x	0%
Cc1ccc(Nc2ncc(C(=O)N3CCN(c4cccc(Cl)c4)CC3)c3ccccc23)cc1Cl	5.4%	-16%	66%[activator]	-9%	-8%	50%[activator]	-3%	2%	-17%
COc1ccc(NC(=O)C2CCCN(S(=O)(=O)c3c(C)[nH]c(=O)[nH]c3=O)C2)cc1Cl (configuration not stated)	1.9%&2.6%	-24%&-15%	13%&-3%	9%&4%	-15%&9%	1%&-4%	2%&-2%	13%&-8%	-5%&-19%
Cc1cc(C)nc(NC(=O)c2cccc([N+](=O)[O-])c2)c1	5.2%	4%	-16%	2%	-40%	-6%	-1%	0%	21%
O=C(CSCCc1ccccn1)Nc1cccnc1	-1.9%	0%	-9%	-5%	19%	-9%	2%	9%	-1%
Cc1n[nH]c(C)c1CCCCOc1ccccc1F	1.6%	-16%	3%	5%	-6%	-3%	11%	5%	0%
Nc1ncnc2c1ncn2[C@H]1CC[C@@H](CO)O1	5.8%	-32%	32%	0%	-13%	6%	-4%	1%	11%
N#Cc1c(-c2ccc(Cl)cc2)cc(-c2cccs2)nc1SCC(=O)O	4.1%	-26%	-16%	7%	u	25%	-3%	2%	u
CCOC(=O)c1ccc(OC)c(OC)c1Cl	3.4%	-5%	21%	0%	-23%	-1%	19%	-3%	117%[activator]
O=C(NNC(=O)c1csc(N2CCOCC2)n1)c1ccc(Cl)nc1	-0.2%	-7%	-14%	4%	-1%	-12%	-2%	-2%	9%
CCCCOC(=O)c1[nH]c2c(c1C)C(=O)CC(c1cc(OC)c(OC)c(OC)c1)C2 (configuration not stated)	1.3%	-16%	14%[57.1 µM]	-2%	7%	6%[57.1 µM]	1%	4%	416%[activator]
CC1CCN(C(=O)Cn2cnc3c(cnn3C(C)(C)C)c2=O)CC1	1.1%	-10%	8%[57.1 µM]	1%	-20%	-5%[57.1 µM]	4%	-9%	0%
CCc1ccc(NC(=O)c2oc3c(c2C)-c2[nH]ncc2CC3)cc1	1.1%	-34%	25%	2%	7%	3%	-1%	2%	u
COc1cc(NC(=O)CN2CCN(CC(=O)Nc3ccccc3OC)CC2)cc(OC)c1	3.3%	-17%	16%	2%	24%	-1%	3%	5%	6%
O=C(Cn1c(=O)n(Cc2nc(-c3ccccc3)no2)c(=O)c2ccccc21)Nc1cccc(C(F)(F)F)c1	2.5%	-21%	31%	0%	-11%	5%	10%	2%	-5%
Cc1ccc(-c2nc3ccccc3c(=O)n2CCCN2CCOCC2)cc1	-1.0%	-2%	49%[activator][57.1 µM]	0%	15%	14%[57.1 µM]	5%	1%	0%
CCN1CCN(c2ccc(S(=O)(=O)N3CCCCC3)cc2NC(=O)CC(NC(C)=O)c2ccccc2)CC1 (configuration not stated)	-1.6%	2%	-15%	1%	-4%	-13%	8%	1%	u
Cn1c(=O)n(CCc2ccccc2)c(=O)c2c1nc1n2CCCN1Cc1ccccc1	1.4%	-8%	12%[57.1 µM]	-7%	-11%	8%[57.1 µM]	5%	1%	130%[activator]
CC(OC(=O)c1ccc2ncsc2c1)C(=O)Nc1ncc(Cl)cc1Cl (configuration not stated)	2.5%	-15%	7%[57.1 µM]	0%	-15%	-19%[57.1 µM]	5%	-14%	-17%
Cc1cc(-c2nnc(CCC(=O)N(C)Cc3cccc4ccccc34)o2)no1	0.3%	-16%	4%	-28%	-8%	4%	0%	11%	5%
O=C(c1ccc(N2CCCC2=O)cc1)N1CCN(c2ccccc2O)CC1	-0.6%	-9%	8%	0%	-9%	1%	-15%	1%	4%
Nc1ncc2c(n1)-c1ccoc1CC2	4.2%	-3%	12%[57.1 µM]	3%	-1%	104%	1%	10%	24%
CSCCC(NC(=O)COc1ccccc1)C(=O)OCc1ccc([N+](=O)[O-])cc1 (configuration not stated)	1.0%	-3%	6%	1%	11%	-3%	7%	-3%	-28%
Cc1cccc(OCc2nnc(SCC(=O)N3c4ccccc4Sc4ccc(Cl)cc43)o2)c1	-0.8%	-23%	7%[11.4 µM]	1%	-29%	3%[11.4 µM]	6%	-5%	u
CC(C)OC1(c2ccccc2)OC(=O)c2ccccc21 (configuration not stated)	-0.7%	-26%	20%	5%	-7%[56.9 µM]	5%	7%	5%	8%
CCOC(=O)C(Cc1ccccc1)NC(=O)CCc1c(C)nc2c(c(C)nn2-c2ccc(C)c(C)c2)c1C (configuration not stated)	u	-16%	2%	1%	-1%	56%[activator]	9%	-10%	1%
CN(C)C1(CNC(=O)C2CCN(S(=O)(=O)c3ccccc3C(F)(F)F)CC2)CCCCC1	-0.5%	-10%	-6%	1%	9%	-9%	3%	-13%	-3%
C[C@H]1CN([C@@H](C)CO)C(=O)Cc2cc(NC(=O)CCC(F)(F)F)ccc2O[C@H]1CN(C)S(=O)(=O)c1ccc(F)cc1	x	u	-14%	u	16%	-4%	-10%	-3%	-26%
C(=N\NC1=Nc2cccc3cccc1c23)/c1ccccn1	-1.6%	u	-1%[57.1 µM]	-1%	-17%	-6%[57.1 µM]	16%	-8%	-20%
COc1ccc(/C=C2\CN(Cc3ccccc3)C/C(=C\c3ccc(OC)c(O)c3)C2=O)cc1O	0.7%	-17%	-16%	u	-15%	-3%	0%	0%	u
Nc1nc2nc(-c3ccc(Cl)cc3)cc(C(F)(F)F)n2n1	9.6%&5.9%	-11%&-19%	80%[activator]	-4%&5%	-12%&27%	293%[activator]	-10%&-1%	-8%&-12%	0%&2%
CC1=C(C(=O)OC(C)C)C(c2cccs2)C(C(=O)OC(C)C)=C(C)N1	0.2%	-22%	12%[57.1 µM]	1%	-14%	6%[57.1 µM]	0%	6%	2%
O=C(Cc1ccccc1)Nc1scc(-c2ccccc2)c1C(=O)N1CCOCC1	-0.6%	-8%	8%	-5%	28%	2%	23%	x	x
COC(=O)c1cc(S(=O)(=O)NCc2ccc(S(N)(=O)=O)cc2)oc1C	2.0%	3%	-2%[57.1 µM]	0%	1%	0%	-6%	-1%	0%
COc1ccc(Cl)cc1N(CC(=O)N(C)C)S(=O)(=O)c1ccc(C)c([N+](=O)[O-])c1	3.1%	-22%	18%	-5%	-3%	1%	-1%	-4%	2%
COc1ccc(NC(C)=O)cc1S(=O)(=O)N1CCc2ccccc21	1.8%	-15%	18%[57.1 µM]	-5%	-11%	-6%[57.1 µM]	7%	-5%	0%
